# Screening results deposited in PubChem by National Center for Advancing Translational Sciences (NCATS).
# D2 potentiator = positive allosteric modulators of human D2 dopamine receptor | potentiation, % at 10 µM | HEK293 T-REx D2, calcium flux, EC20 dopamine potentiation | P14416 | actives 0.34% (n = 340,000);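 active means potentiation over 3 SD above the plate norm, cut at about 30% in these data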; further: 0% is about no effect
#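 Potentiation of an EC20 dopamine calcium response measured kinetically over 180 s, after a preceding 180 s compound-only read flagging agonists. Cells: inducible Hek293 Trex D2 line, 4000/well, cultured overnight at 30 C before dye loading.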
# TRHR PAM = allosterically enhances the human TRH receptor; P34981; TRHR cells, fluo-8 calcium fluorescence, EC20 TRH enhancement; enhancement, % at 2 µM; actives 0.66% (n = 360,000); in the data active means enhancement above about 30%; further: 0% is about no effect
# Target sequence (P34981 whole entry, looked up): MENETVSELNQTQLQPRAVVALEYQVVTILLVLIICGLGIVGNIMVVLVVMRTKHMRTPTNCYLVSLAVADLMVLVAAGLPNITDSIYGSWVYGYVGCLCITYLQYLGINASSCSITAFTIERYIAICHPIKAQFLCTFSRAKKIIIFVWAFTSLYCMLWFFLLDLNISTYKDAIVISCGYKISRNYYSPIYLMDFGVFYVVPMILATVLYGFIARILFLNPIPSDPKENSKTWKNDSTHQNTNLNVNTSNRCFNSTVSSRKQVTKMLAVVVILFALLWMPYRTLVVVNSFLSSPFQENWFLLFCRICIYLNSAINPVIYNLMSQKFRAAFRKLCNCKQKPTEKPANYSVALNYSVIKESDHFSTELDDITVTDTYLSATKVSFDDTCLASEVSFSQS
#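 TRHR-expressing cells loaded with fluo-8 calcium dye were read kinetically (ex 480/em 530) during compound addition, then stimulated with an EC20 of TRH (10 nM final). Enhancement of the Gq-mediated intracellular calcium response was scored.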
# D2 antag = antagonizes the human D2 dopamine receptor; inhibition, % at 10 µM; P14416; HEK293 TREx D2 cells, calcium flux, dopamine EC80; actives 2% (n = 340,000); AID 485344; in the data active means inhibition above about 30%; further: 0% is about no effect
#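 Measurement of antagonist activity uses fluorescent calcium dye in inducible HEK293 T-REx D2 cells: 10 s baseline, compound addition with 180 s read, EC80 dopamine addition with a further 180 s read.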
# D1 antag = antagonists of human D1 dopamine receptor | activity change, negative = inhibition, % at 10 µM | AID 504652 | actives 3.2% (n = 360,000) | P21728 | HEK293 TREx D1 cells, calcium flux, dopamine EC80; active compounds read low; in the data active means activity change below about -30%; further: on the % scale 0 is the no-effect control and ±100 the full control effect
# Target sequence (P21728 whole entry, looked up): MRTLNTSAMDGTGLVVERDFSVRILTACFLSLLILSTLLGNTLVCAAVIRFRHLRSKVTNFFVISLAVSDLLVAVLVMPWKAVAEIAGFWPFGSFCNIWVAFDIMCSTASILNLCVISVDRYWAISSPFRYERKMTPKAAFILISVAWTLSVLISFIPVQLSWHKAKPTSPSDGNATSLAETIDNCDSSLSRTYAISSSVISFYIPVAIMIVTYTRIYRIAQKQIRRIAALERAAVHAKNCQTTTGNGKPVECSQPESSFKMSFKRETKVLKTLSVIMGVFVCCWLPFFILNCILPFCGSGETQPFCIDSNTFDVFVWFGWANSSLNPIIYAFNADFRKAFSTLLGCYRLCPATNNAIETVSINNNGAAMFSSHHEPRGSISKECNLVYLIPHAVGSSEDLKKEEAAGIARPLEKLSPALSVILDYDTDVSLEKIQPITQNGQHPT
#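 Kinetic fluorescence of a calcium dye serves as the read-out. D1-expressing Hek293 Trex cells, induced overnight at 30 C, are exposed to compound for 180 s before an EC80 dopamine addition, then read 180 s further.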
# RXFP1 antagonist = RXFP1 (human) relaxin receptor antagonism; Q9HBX9; HEK293-RXFP1, relaxin-stimulated cAMP HTRF, 30 min; active compounds read low; activity change, negative = inhibition, % at 57.5 µM; actives 0.59% (n = 350,000); AID 1259400;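 active means activity change of -60% or lower, but not beyond a set lower limit; inconclusive means change between -60% and -40%, or beyond the set limit; inactive means change above -40%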; further: on the % scale 0 is the no-effect control and ±100 the full control effect
# D1 ag = human D1 receptor agonism. HEK293 T-REx D1 cells, calcium flux, agonist mode. P21728. actives 1% (n = 360,000). activation, % at 2 µM; in the data active means activation above about 30%; further: 0% is about no effect
#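 Agonism was scored from calcium flux recorded over 180 s (1 read/s) after pintool compound addition, following a 10-cycle baseline. Cells were inducible force-coupled HEK293 TREx D1, plated overnight at 30 C and loaded with no-wash calcium dye.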
# RXFP1 ag = RXFP1 (human) receptor agonism. HEK293T-RXFP1 cAMP TR-FRET, 30 min; response scale: percent of porcine relaxin response, buffer zero. Potency, µM (titrated, usually from 57.5 µM), for inactives: top-dose activation, hits mostly activators. Q9HBX9. AID 2676. actives 0.3% (n = 370,000); active means well fitted activation curve with a large enough effect; inconclusive means small, poorly fitted or top-dose-only effect; further: potency means the concentration at half of the fitted maximal effect; on the % scale 0 is the no-effect control and ±100 the full control effect; nearly all actives have a fitted effect of over 60% in size; many of its hits are not listed in these tables
#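 HEK293 cells stably expressing RXFP1, treated 30 min at 37C with compounds plus PDE4 inhibitor Ro 20174; cAMP measured by HTRF TR-FRET. Normalized to buffer and 29 nM porcine relaxin; EC50 by Hill fit.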
# D2 agonist = D2 dopamine receptor (human) agonism; P14416; HEK293 T-REx D2 cells, calcium flux agonist mode; activation, % at 2 µM; actives 0.53% (n = 340,000); AID 485358;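 active means activation over 3 SD above normal in the single-dose calcium agonist read, cut at about 30% in these data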; further: 0% is about no effect
#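 Tetracycline-induced HEK293 Trex cells with D2 receptor force-coupled to calcium signaling, plated overnight at 30 C and loaded with no-wash calcium dye. Calcium flux read kinetically for 180 s after compound addition; responses flag agonists.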
# D1 PAM = potentiators of human D1 dopamine receptor | potentiation, % at 10 µM | P21728 | actives 0.036% (n = 360,000) | HEK293 TREx D1 cells, calcium flux, dopamine EC20 potentiation | AID 504651; in the data active means potentiation above about 30%; further: 0% is about no effect
# Active calls of the source: *; ? = inconclusive; / = no result given.
SMILES,D2 potentiator,TRHR PAM,D2 antag,D1 antag,RXFP1 antagonist,D1 ag,RXFP1 ag,D2 agonist,D1 PAM
CCCCCCC(=O)NNC(=O)c1c(O)c2ccccc2n(CC)c1=O,-4,8,-3,29,?,17,2.4%,17,4
CCCCOC(=O)Nc1ccc(C(=O)OC)cc1,20,-1,-1,1,-9,5,1.1%,-1.8,-2
CCOc1ccc(C(=O)c2cn(CC(=O)Nc3cccc(OC)c3)c3cc4c(cc3c2=O)OCCO4)cc1,-9,0,/,-2,/,11,0.2%,/,1
Cc1ccc(-n2cnc3c(sc4nc(N5CCOCC5)c5c(c43)CCCC5)c2=O)cc1,7,-4,-14,0,5,2,-2.3%,0.2,-5
COc1c(OC(C)=O)ccc(/C=N\NC(=O)c2ccc(Br)cc2)c1[N+](=O)[O-],22,7,-5,0,-9,1,1.2%,0.1,-1
NS(=O)(=O)c1ccc(NC(=O)C2Cc3ccccc3N2C(=O)c2ccccc2)cc1 (stereo not drawn),-4,-7,/,5,-8,1,-0.5%,1.6,0
COc1cccc(NC(=O)COC(=O)/C=C/c2ccco2)c1,16,4,13,14,-2,0,-3.0%,0.2,-7
COc1ccccc1-n1c(C)cc(/C=C2\C(=N)N3N=C(CC(=O)N4CCOCC4)SC3=NC2=O)c1C,-3,-2,7,2,16,16,2.4%,0.5,8
Cc1ccccc1CSCCNC(=O)CCSc1ccccc1,14,-4,-10,2,-13,12,1.7%,1.1,-3
CCn1cc(C(=O)NCc2ccc(C)o2)c2cc(OC)c(OC)cc2c1=O,3,19,-28,-7,-3,1,-2.9%,-0.7,-4
O=S(=O)(c1cccc2cnccc12)N1CCNCC1,-3,1,-5,12,/,-1,2.0%,2.0,-2
COc1cc(OC)cc(C(=O)Nc2nc(CC(=O)NC(C)c3ccccc3)cs2)c1 (stereo not drawn),12,-1,-1,4,-9,2,-0.6%,-1.8,2
NC1=NC2(CCCCC2)N(c2ccc(F)cc2F)C(N)=N1,-1,7,-6,1,-28,1,-0.4%,0.5,1
O=C(COC(=O)[C@@H]1CC(O)CN1S(=O)(=O)c1ccc([N+](=O)[O-])cc1)NC12CC3CC(CC(C3)C1)C2 (stereo partly drawn),3,10,9,11,6,2,-0.1%,2.8,-1
COc1ccccc1N1CCN(C(=O)CCC(=O)Nc2nnc(CC(C)C)s2)CC1,7,13,-8,-13,1,3,1.4%,-0.5,-1
c1ccc(CCc2cn(C[C@H]3CC[C@@H]([C@@H]4CC[C@H](Cn5cc(CCc6ccccc6)nn5)O4)O3)nn2)cc1,-8,-5,-5,-13,/,0,-0.9%,0.2,-4
COCCSc1ccccc1C(=O)Nc1nncs1,0,-6,3,8,-19,3,1.0%,-0.6,-9
Cc1cccc(OCC(=O)Nc2ccc3c(c2)nc(CCN2CCN(C)CC2)n3C)c1,-6,5,-10,2,-9,2,-0.7%,1.0,-4
CCN1C(=O)c2cccc3c(S(=O)(=O)NCCCN4CCOCC4)ccc1c23,3,16,2,0,11,0,4.8%,-0.7,4
COc1ccc(Cl)cc1NC(=O)C(C)OC(=O)C1=NNC(=O)CC1 (stereo not drawn),3,2,-16,-66*,5,0,-3.3%,0.3,-2
CCCCNC(=O)c1nc2ncc(Br)cn2n1,-1,15,-8,1,-7,7,0.6%,0.9,6
O=c1[nH]c(C2CCN(S(=O)(=O)c3ccc4c(c3)OCCO4)CC2)nc2c1nnn2Cc1ccccc1F,4,-4,-5,-14,-5,5,-2.4%,-0.2,-8
O=C(Cc1ccc(Br)cc1)NC1CCCCC1,-2,-5,9,-2,-3,1,0.8%,0.0,-2
O=[N+]([O-])c1ccc(O)c(Nc2ncnc3ccccc23)c1,7,6,-11,10,0,9,3.7%,2.5,-2
Cc1cc(C)n(-c2nc3cc(Cl)ccc3nc2Nc2ccc(CC(=O)O)cc2)n1,-3,0,/,0,-7,3,0.2%,0.3,4
CCO[C@H]1OC(C(=O)NCc2nc3ccccc3[nH]2)=C[C@@H](C2CC2)[C@@H]1CCCO,-8,-8,-8,-7,/,-3,-0.7%,0.1,-5
Cc1ccc(C(=O)NNC(=O)C2CCN(C(=O)OC(C)(C)C)CC2)cc1,12,4,-4,3,14,10,-0.4%,7.6,0
O=C1NC(=O)C(c2ccc(F)cc2)N1 (stereo not drawn),/,-3,1,3,0,3,-1.2%,-2.9,-2
COc1ccc(NC(=O)c2ccccc2-c2ccc(C(F)(F)F)cc2)cc1S(=O)(=O)N1CCOCC1,-1,-7,-3,7,-1,1,0.8%,-0.8,-4
CC(CNC(=O)CCn1ccc2cc(S(=O)(=O)N3CCCC3)ccc21)c1ccccc1 (stereo not drawn),2,1,-15,-7,-10,-1,-2.8%,-0.1,-1
CCC(C)NC(=O)c1ccccc1C(=O)NC(C)CC (stereo not drawn),12,2,1,8,7,0,1.0%,0.9,-2
CCC(=O)Nc1nnc(CSCc2ccccc2)s1,7,-7,-9,3,10,7,-1.3%,-0.2,-6
CCc1ccc(S(=O)(=O)Nc2ccc(N3CCN(C)CC3)cc2)cc1,-20,0,75*,0,-12,9,-2.3%,0.7,-1
COc1cccc(NC(=O)c2nnn(Cc3ccc(Br)cc3F)c2N)c1,/,-5,/,4,-8,39*,0.3%,/,4
O=C(CCN1C(=O)c2ccccc2C1=O)NC(=S)Nc1cccc(Cl)c1,7,1,5,16,0,1,-0.2%,-0.1,3
CCOc1ccc(C(=O)Nc2cc(-c3nc4ccccc4[nH]3)ccc2C)cc1[N+](=O)[O-],12,5,-24,0,3,1,0.5%,0.0,-10
Cc1c(Cl)c([N+](=O)[O-])nn1CCCC(=O)NCCc1ccccc1,-3,-4,-7,-27,10,-1,1.4%,-0.2,-7
O=C(O)c1cccc2c1C(=O)c1ccccc1-2,-8,4,-9,-3,3,3,-0.4%,1.8,1
COc1cc(OC)cc(-c2cc3ncccc3cn2)c1,9,6,-10,/,/,-2,0.8%,0.4,2
COCCN(C(=O)c1cccc(OC)c1)c1nnc(-c2ccncc2)s1,-4,2,-12,6,-2,10,-0.2%,-0.8,-4
O=C(NC(=S)Nc1ccccc1Br)C1CCCC1,1,10,18,20,-13,12,-0.5%,-0.7,-8
Cc1ccc2nc(CSc3nnc(NC(=O)c4cccc(Br)c4)s3)cc(=O)n2c1,-3,1,/,2,5,3,0.8%,/,0
COc1ccc(C(=O)N2CC3(C)CC2CC(C)(C)C3)cc1OC (stereo not drawn),5,0,-12,-9,-5,2,-1.1%,0.9,-6
O=C(Nc1ccc(-n2cccn2)cc1)C1CCN(Cc2ccsc2)CC1,-11,1,0,-9,-5,7,-0.6%,0.2,-2
CCS(=O)(=O)N1CCc2cc(C(=O)NCc3ccc(C)cc3)ccc21,-7,-1,/,-4,/,6,-4.2%,1.7,-1
Cc1ccccc1-c1nc(C#N)c(NCc2ccco2)o1,7,-1,-6,2,-6,0,0.2%,1.4,4
Cc1cccc(NC(=O)CSc2nnc(C)n2Cc2ccccc2)c1,-5,-2,-2,-15,-9,2,1.0%,0.3,-5
O=C(N/N=C/c1cccc(OC(=O)c2ccccc2Cl)c1)c1cccnc1,4,-2,0,-7,-6,1,0.8%,-0.3,4
O=C(Cc1c(F)cccc1Cl)Nc1ccc(S(=O)(=O)N2CCOCC2)cc1,6,4,-6,7,-5,10,2.0%,-0.5,-6
COCCC(=O)N1CCC(Oc2ccc(C(=O)N3C[C@@H](C)O[C@@H](C)C3)cc2)CC1,2,1,-2,-7,5,7,2.0%,0.5,-3

# Complete entries, quoted from the list. Screens in order: D2 potentiator, TRHR PAM, D2 antag, D1 antag, RXFP1 antagonist, D1 ag, RXFP1 ag, D2 agonist, D1 PAM
# COCCC(=O)N1CCC(Oc2ccc(C(=O)N3C[C@@H](C)O[C@@H](C)C3)cc2)CC1 as listed: 2, 1, -2, -7, 5, 7, 2.0%, 0.5, -3
# COc1ccc(C(=O)N2CC3(C)CC2CC(C)(C)C3)cc1OC (stereo not drawn) as listed: 5, 0, -12, -9, -5, 2, -1.1%, 0.9, -6
# Cc1ccc2nc(CSc3nnc(NC(=O)c4cccc(Br)c4)s3)cc(=O)n2c1 as listed: -3, 1, /, 2, 5, 3, 0.8%, /, 0
# O=C(Cc1c(F)cccc1Cl)Nc1ccc(S(=O)(=O)N2CCOCC2)cc1 as listed: 6, 4, -6, 7, -5, 10, 2.0%, -0.5, -6
# O=C(Nc1ccc(-n2cccn2)cc1)C1CCN(Cc2ccsc2)CC1 as listed: -11, 1, 0, -9, -5, 7, -0.6%, 0.2, -2

# More records
SMILES,D2 potentiator,TRHR PAM,D2 antag,D1 antag,RXFP1 antagonist,D1 ag,RXFP1 ag,D2 agonist,D1 PAM
CCOC(=O)c1c(C)n(C)c2ccc(OC)c(NC(=O)CN3CCC(C(=O)OCC)CC3)c12,7,-2,15,6,6,0,-1.3%,-0.2,1
CC(C)CN(Cc1cc(=O)oc2cc(-c3ccccc3)c(O)cc12)CC(C)C,3,-3,-1,-9,-7,3,-0.7%,1.3,-11
Cc1ccc(NC(=O)COC(=O)Cc2csc(-c3cccc(F)c3)n2)cc1C,/,5,/,-9,18,3,0.0%,/,0
Cc1nn2c(C(F)(F)F)c3c(nc2c1-c1ccccc1)CCC3,-4,0,5,0,1,1,2.1%,-1.9,2
Cc1cc(NC(=O)CN2CCN(c3ccccn3)CC2)ccc1Br,-19,-7,17,-5,0,1,0.8%,37*,-5
CCC(C)Cn1c(O)cc2nn(-c3nc4ccccc4s3)c(=O)c-2c1C (stereo not drawn),4,7,/,9,-36,1,4.1%,/,-7
COc1ccccc1NC(=O)Cn1cncc1-c1ccc([N+](=O)[O-])cc1,8,25,-16,9,-12,3,-1.0%,-0.2,-1
CC(Cc1ccccc1)C(=O)Nc1ccc(Br)cc1 (stereo not drawn),-24,-6,-4,-19,4,6,3.0%,-1.2,0
COc1ccc(N2C(=O)CSC23CCCCC3)cc1,11,5,33*,31,-4,1,-1.6%,0.2,-3
O=C(CN(C(=O)c1csnn1)c1ccc(Br)cc1)NC1CCCCC1,11,2,-15,4,6,1,2.3%,0.0,-7
CC(=O)Nc1ccc(NC(=O)c2ccc([N+](=O)[O-])cc2Cl)cc1,-15,-3,16,15,-1,4,-0.8%,2.7,5
Cc1ccc(S(=O)(=O)N2CCOC2CNC(=O)C(=O)NCCN2CCOCC2)cc1 (stereo not drawn),6,1,-9,3,-9,2,1.7%,-0.7,8
Cc1cc(C)n2nc(SCc3nnc(-c4ccccc4Br)o3)nc2n1,44*,6,-8,16,11,8,12%,1.7,-3

# Some of the compounds tested. The share of hits here may be higher or lower than overall.
